# High-throughput results from PubChem BioAssay.
# OXTR ag: agonists of human oxytocin receptor; P30559; CHO-OTR cells, Fluo-8 calcium fluorescence; normalized: DMSO 0%, oxytocin 100%; activation, % at 3 µM; 320,000 tested, 0.32% active; AID 2435;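 active = activation above the mean of all tested compounds plus 3 SD, cutoff set per screening run, cut at about 20% in these data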;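 note: peak over basal fluorescence ratio from a 100 s FLIPR kinetic read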
# GalR3 antagonist: human GalR3 antagonism | O60755 | HEK293 GalR3-CNG cAMP membrane potential fluorescence; galR3 body fused to GalR1 C-terminus | inhibition, % at 3 µM | 360,000 tested, 0.44% active | AID 651719;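 active = inhibition above the screen-wide average plus 3 SD, cut at about 13% in these data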;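 note: forskolin and galanin both at EC90 stimulate the cells; cAMP rise reported by CNG channel membrane potential dye signal; 0% = forskolin plus galanin with DMSO and 100% = forskolin alone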
# PHOSPHO1 block: inhibitors of human PHOSPHO1 phosphatase. Q8TCT1. recombinant PHOSPHO1, absorbance phosphatase assay. inhibition, % at 13.3 µM. 290,000 tested, 1.1% active; in the data active = inhibition above about 60%
# Target sequence (Q8TCT1 whole entry, looked up): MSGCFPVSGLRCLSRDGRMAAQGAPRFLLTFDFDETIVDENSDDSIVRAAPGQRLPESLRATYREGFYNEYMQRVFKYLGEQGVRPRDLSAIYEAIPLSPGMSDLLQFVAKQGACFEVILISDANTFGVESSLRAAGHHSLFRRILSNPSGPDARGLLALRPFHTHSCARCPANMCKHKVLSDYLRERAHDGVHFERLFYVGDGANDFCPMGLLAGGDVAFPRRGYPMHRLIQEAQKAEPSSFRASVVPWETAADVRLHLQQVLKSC
# GPR7 antag: human neuropeptides B/W receptor 1 antagonism; P48145; GPR7-expressing cells, fluorescence antagonist assay; inhibition, % at 4.4 µM; 290,000 tested, 1.1% active; in the data active = inhibition above about 16%, passing the limit was not always enough;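 note: cells stimulated with the agonist NPW; 0% = agonist with vehicle and 100% = vehicle without agonist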
# Target sequence (P48145 whole entry, looked up): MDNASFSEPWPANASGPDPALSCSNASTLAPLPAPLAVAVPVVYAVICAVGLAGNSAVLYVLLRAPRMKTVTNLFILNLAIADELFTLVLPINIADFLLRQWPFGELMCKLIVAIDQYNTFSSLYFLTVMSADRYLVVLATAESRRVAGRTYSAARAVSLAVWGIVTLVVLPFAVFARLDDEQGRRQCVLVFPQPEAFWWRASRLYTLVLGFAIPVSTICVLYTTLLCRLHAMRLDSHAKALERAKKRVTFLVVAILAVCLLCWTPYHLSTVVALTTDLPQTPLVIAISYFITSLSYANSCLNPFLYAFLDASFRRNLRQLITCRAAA
# MEKK2 WT-MEK5: raises or lowers MEK5 binding to wildtype human MEKK2 PB1 domain; Q9Y2U5; binding response (% of control), % at 10 µM; bead flow cytometry, Alexa488-MEK5 binding to MEKK2 WT; actives lie on both sides; 290,000 tested, 1.1% active; in the data active = binding response below about 67% or above about 130%
# NALP1 inh: blocks the NALP1 inflammasome reconstituted in yeast | S. cerevisiae NALP1/ASC/caspase-1 growth, X-gal OD620, 72 h | inhibition, % at 10 µM | 280,000 tested, 0.61% active; in the data active = inhibition mostly above about 24%, no sharp cut-off; inactive = mostly below about 32%; note: some compounds called inactive have numbers as strong as hits
# MEKK3 PB1 HTS: raises or lowers MEK5 binding to the human MEKK3 PB1 domain; Q99759; bead-based flow cytometry, Alexa488-MEK5 binding to MEKK3; actives lie on both sides; 0 = blocked by unlabeled MEK5, 100 = vehicle; binding response (% of control), % at 10 µM; 290,000 tested, 1.4% active; AID 1529;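 active = binding response more than 3 SD above or below the average of its plate-row segment, actives on both sides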;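 note: Alexa488 bead fluorescence after subtracting the streptavidin-only scavenger bead signal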
# MEKK2 mut-MEK5: signal of MEK5 binding to mutant human MEKK2 PB1 domain; bead flow cytometry, Alexa488-MEK5 binding to MEKK2 mutant; percent response, % at 10 µM; 290,000 tested, 0.35% active; AID 1530; in the data active = percent response above about 24%, passing the limit was not always enough; note: inactives centre near 1; some results filed as inactive read as strong as hits; reference of the scale not given here
# V1R ag counter: activates human V1a receptor in oxytocin agonist counter-screen | P37288 | CHO-V1R cells, Fluo-8 calcium fluorescence, agonist mode; 0% DMSO, 100% 3 nM vasopressin | activation, % at 3 µM | 320,000 tested, 0.25% active | AID 2797;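 active = activation above the mean activation of all tested compounds plus 3 SD, per screening run, cut at about 20% in these data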;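 note: signal is peak over basal fluorescence ratio across a 100 second FLIPR read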
# Target sequence (P37288 whole entry, looked up): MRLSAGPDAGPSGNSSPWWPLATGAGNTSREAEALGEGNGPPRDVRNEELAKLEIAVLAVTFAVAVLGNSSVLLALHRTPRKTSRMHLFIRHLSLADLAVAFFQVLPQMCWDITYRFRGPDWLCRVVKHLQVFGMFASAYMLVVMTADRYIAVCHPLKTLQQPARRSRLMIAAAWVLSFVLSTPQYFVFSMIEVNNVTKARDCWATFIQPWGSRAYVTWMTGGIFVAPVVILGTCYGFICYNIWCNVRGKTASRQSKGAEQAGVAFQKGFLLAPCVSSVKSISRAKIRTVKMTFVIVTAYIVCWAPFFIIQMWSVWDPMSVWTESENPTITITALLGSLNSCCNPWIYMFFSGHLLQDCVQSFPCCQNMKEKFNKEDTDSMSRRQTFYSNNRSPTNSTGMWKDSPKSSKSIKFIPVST
# Active calls of the source: *; nt = no result given; & = joins results of further samples.
SMILES,OXTR ag,GalR3 antagonist,PHOSPHO1 block,GPR7 antag,MEKK2 WT-MEK5,NALP1 inh,MEKK3 PB1 HTS,MEKK2 mut-MEK5,V1R ag counter
COc1cc(C2Oc3ccccc3C=C2[N+](=O)[O-])cc(OC)c1OC (configuration not stated),nt,-1.7,28.5,-7.9,94.0,nt,100.0,-5.0,nt
COc1ccc(C2C3=C(CC(C)(C)CC3=O)N(C)C3=C2C(=O)CC(C)(C)C3)cc1,-1.1,-8.5,-11.2,9.4,86.0,12.8,95.0,-15.0,-0.6
CSCC[C@H](NC(=O)Nc1cccc(C(F)(F)F)c1)C(=O)O,0.0,-0.1,-38.9,4.6,101.0,5.2,101.0,5.0,0.8
Cn1c(=O)c(=O)n(C)c2cc(S(=O)(=O)CCC(=O)NCc3ccccc3)ccc21,0.1,nt,-40.4,-1.2,102.0,10.2,99.0,5.0,1.0
CCOC(=O)C1=C(C)NC(=S)NC1c1ccsc1 (configuration not stated),-0.9,-8.1,27.4,-15.4,99.0,-17.1,102.0,1.0,-0.2
COc1cc(NC(=O)c2csc(N)n2)cc(C(=O)Nc2cccc(C(F)(F)F)c2)c1,-2.0,-5.0&-3.6,17.7,nt,80.0,nt,89.0,2.0,-1.2
COc1cccc(C(=O)N2CCOCC2)c1OC,0.7,-6.6,36.6,6.3,96.0,4.5,101.0,-9.0,1.0
COc1ccc(CS(=O)(=O)/C(Cl)=C(/Cl)C(=O)Nc2ccc(OC)nc2)cc1,0.1,nt,6.8,39.2*,104.0,-7.9,105.0,9.0,-0.1
COc1ccc(-c2cc(C(=O)Nc3c(C)nn(Cc4ccccc4Cl)c3C)no2)cc1,1.5,-5.3,-23.4,-8.3,101.0,-25.6,100.0,5.0,1.3
COC1CCCN(C(=O)c2ccc(OC3CCN(S(=O)(=O)N(C)C)CC3)cc2)C1 (configuration not stated),1.1,-3.4,7.6,-0.6,109.0,15.2,102.0,4.0,3.5
COCCNC(=O)c1onc(CSc2ccccc2F)c1C(=O)O,0.3,-4.7,10.1,-8.4,98.0,-3.5,103.0,5.0,0.8
CCOCCCNC(=O)C1CCN(S(=O)(=O)N2CC(C)CC(C)C2)CC1 (configuration not stated),0.7,-1.9,-12.0,1.7,94.0,1.5,97.0,-2.0,0.7
Cc1ccc(-n2c(Cc3cccn3C)nnc2SCC(=O)N2CCN(c3ccccc3)CC2)cc1,0.3,-4.6,76.7*,-12.3,102.0,-3.5,99.0,4.0,-0.7
CNC(=O)c1ccccc1S(=O)(=O)c1ccccc1C#N,0.6,-3.2,18.3,-5.3,112.0,28.0*,108.0,8.0,0.9
COc1ccc(/C=C2\SC(=O)N(CCNC(=O)C3CC4C=CC3C4)C2=O)cc1 (configuration not stated),5.8,-4.4,23.3,-4.0,98.0,-31.4,99.0,-4.0,6.1
C[C@@H](CO)NC(=O)c1ccc2c3n(nc2c1)-c1ccccc1CO3,-0.5,-1.8,22.1,nt,96.0,4.7,97.0,-5.0,1.2
CN(C)S(=O)(=O)c1ccc(C(=O)NCCN=C2NS(=O)(=O)c3ccccc32)cc1,0.9,-9.8,20.0,-2.4,100.0,9.3,100.0,-3.0,-0.2
CCCc1cc(=O)oc2c(CN(CC)CC)c(O)c(Cl)cc12,0.3,-5.6,24.6,-6.2,99.0,35.1*,97.0,-4.0,0.8
COc1ccc(NC(=S)SC)cc1OC,1.3,1.4,-6.2,-2.0,97.0,73.8*,98.0,-1.0,0.0
COc1ccc(NC(=O)CC23CC4CC(CC(C4)C2)C3)cn1,-1.6,-2.7,1.8,-10.2,85.0,8.2,95.0,-8.0,1.0
COc1ccc(/C=C2/C(=O)N(c3ccccc3)N=C2C)cc1Br,1.8,-8.5,24.8,-9.0,105.0,1.6,104.0,2.0,0.6
CC1CCN(Cc2c(C(=O)N/N=C/c3ccc(C(F)(F)F)cc3)nnn2-c2nonc2N)CC1,-1.3,-10.1,32.0,-3.5,93.0,9.8,97.0,0.0,-1.0
CC(Cc1ccccc1)N/C=C1\CC(=O)NC1=O (configuration not stated),1.0,-1.8,26.7,-4.8,114.0,-18.7,110.0,19.0,1.2
Cc1c(/C(O)=C2/C(=O)C(=O)N(Cc3cccnc3)C2c2ccccn2)cnn1-c1ccccc1 (configuration not stated),-1.4,-6.1,34.9,-5.1,95.0,8.3,96.0,0.0,0.3
O=c1[nH]cnc(O)c1C(c1ccc2c(c1)OCO2)c1c(O)nc[nH]c1=O,1.2,-2.7,42.6,-16.6,94.0,28.5*,97.0,-12.0,0.1
# Other records:
SMILES,OXTR ag,GalR3 antagonist,PHOSPHO1 block,GPR7 antag,MEKK2 WT-MEK5,NALP1 inh,MEKK3 PB1 HTS,MEKK2 mut-MEK5,V1R ag counter
CC(=O)c1cccc(S(=O)(=O)N2CCC(n3nnc4cc(F)ccc43)CC2)c1,1.0,1.5,3.6,-3.2,102.0,32.5,101.0,0.0,4.0
COc1cc(NC(=O)COC(C)=O)cc(OC)c1OC,-1.1,-4.0,38.5,-5.5,97.0,4.9,98.0,-2.0,-0.3
Cc1ccc(S(=O)(=O)N2C(=O)CCC2C(=O)NCc2ccco2)cc1 (configuration not stated),1.2,-4.7,31.1,-3.1,83.0,40.3*,82.0,-1.0,1.1
Cn1c(N)cc(=O)n(Cc2ccccc2)c1=O,-0.6,-4.8,-1.2,-14.1,97.0,18.5,109.0,5.0,0.8
N#C/C(=C/c1ccc(-c2ccc(Br)cc2)o1)C(=O)NC1CCCCC1,-2.1,-4.9,-4.0,-15.4,82.0,31.2,100.0,-2.0,-1.2
COc1cccc(/C(O)=C2/C(=O)C(=O)N(CCN3CCOCC3)C2c2cccnc2)c1 (configuration not stated),-0.5,-1.0,39.3,-8.2,92.0,20.0,106.0,-3.0,-0.3
O=C1NCCN1Cc1ccc(F)cc1,1.3,-0.2,-4.9,-6.2,95.0,2.5,93.0,-9.0,-0.2
O=C(O)/C=C/c1cccc(NC(=O)c2ccc(Cl)cc2)c1,-0.6,-2.3,12.5,-9.8,107.0,0.7,105.0,-11.0,0.2
Cc1oc2cc3oc(=O)c(CC(=O)N[C@H](C(=O)N[C@@H](C(=O)O)c4ccccc4)C(C)C)c(C)c3cc2c1C,-0.3,-5.4,28.6,-0.5,99.0,14.1,100.0,1.0,-1.0
Cc1onc(-c2ccccc2)c1C(=O)N1CCCc2ccccc21,-1.5,-4.7,0.6,-18.3,99.0,3.4,101.0,1.0,-0.7
Cc1ccc(OCC(=O)N2CCc3ccccc3C2)c(C)c1,-2.0,3.6,-5.5,4.9,97.0,6.0,97.0,-1.0,-1.6
O=C(CCc1nnc(CCCCc2ccccc2)o1)NCCN1CCOC1=O,0.4,-6.6,20.0,-9.2,88.0,5.7,97.0,-10.0,-0.3
COc1ccc(-c2csc(Cc3nc(O)cs3)n2)cc1,-0.7,-1.7,26.5,-24.2,103.0,-18.5,104.0,0.0,-0.9
CCOC(=O)C1=C(CNCc2ccc(C)cc2)NC(=O)NC1c1cc(C)ccc1C (configuration not stated),-1.7,-4.0,18.6,-13.8,102.0,-15.0,98.0,1.0,-1.3
CCNC(=O)N1CCN(C(=O)NCC)CC1,0.9,-2.2,29.5,-9.7,98.0,28.6,102.0,-1.0,1.5
COc1cccc(C(=O)NCCSCc2ccccc2Cl)c1,-1.3,-8.3,33.9,-12.8,113.0,13.5,107.0,11.0,1.3
CCOC(=O)C(NC(C)=O)(Nc1ccc(S(=O)(=O)Nc2cc(C)nc(C)n2)cc1)C(F)(F)F (configuration not stated),0.9,0.0,16.0,-0.1,91.0,1.3,99.0,1.0,1.0
CC(C)(C)OC(=O)N1CCC(NC(=O)c2nc[nH]c2C(=O)NCC(=O)OCc2ccccc2)CC1,2.7,-2.0,9.6,7.8,101.0,8.0,100.0,-10.0,7.1
CCc1n[nH]c(=O)n1Cn1c(CC)n[nH]c1=O,0.0,-2.2,8.6,-7.0,95.0,3.6,92.0,-2.0,1.1
CCn1c2ccccc2c2cc(/C=N/NC(=O)c3ccccc3C)ccc21,-1.5,-2.0,13.3,-0.2,89.0,34.3,97.0,1.0,-0.2
O=C(O)CC12CC3CC(C1)CC(n1ncc(N4CCC5(CC4)OCCO5)c(Cl)c1=O)(C3)C2,1.7,-4.6,-0.8,-4.1,90.0,10.7,89.0,-18.0,0.8
O=C(CC(c1ccccc1)C1CCCCC1=O)c1ccco1 (configuration not stated),-2.5,-2.2,-15.8,-7.6,106.0,2.4,99.0,6.0,-1.5
COc1ccc(C(=O)c2ccccc2)c(OCC(=O)NC2CC2)c1,1.7,-3.4,37.0,-6.4,94.0,28.3,90.0,-5.0,2.9
O=C(OCCOCCN=C1NS(=O)(=O)c2ccccc21)C1CC(=O)N(c2ccccc2)C1 (configuration not stated),0.7,-3.3,-46.3,-0.5,102.0,16.5,103.0,6.0,0.6
CC(=O)Oc1cc2c(cc1Cl)C(c1cccs1)CC1(CC(C)(C)NC(=S)N1)O2 (configuration not stated),1.1,-2.1,0.9,-7.0,85.0,-3.0,101.0,-11.0,1.1

# Brought forward from above: two compounds, then new ones.
SMILES,OXTR ag,GalR3 antagonist,PHOSPHO1 block,GPR7 antag,MEKK2 WT-MEK5,NALP1 inh,MEKK3 PB1 HTS,MEKK2 mut-MEK5,V1R ag counter
O=C(OCCOCCN=C1NS(=O)(=O)c2ccccc21)C1CC(=O)N(c2ccccc2)C1 (configuration not stated),0.7,-3.3,-46.3,-0.5,102.0,16.5,103.0,6.0,0.6
CC(=O)Oc1cc2c(cc1Cl)C(c1cccs1)CC1(CC(C)(C)NC(=S)N1)O2 (configuration not stated),1.1,-2.1,0.9,-7.0,85.0,-3.0,101.0,-11.0,1.1
Cc1nnc(SC(C)C)n(N)c1=O,-0.2,-4.1,4.5,-1.1,89.0,-1.9,96.0,-7.0,0.5
Cc1ccc(-c2nn(CCC(=O)O)cc2/C=C\C(=O)c2ccc(Br)cc2)cc1,-0.7,-4.5,28.7,3.1,121.0,-6.4,127.0,2.0,-0.4
CCN1C(=NCCCCO)N[C@@H](c2cccc(C(F)(F)F)c2)C(C(=O)OC)=C1C,7.0,-3.5,-13.0,-5.1,104.0,11.8,99.0,10.0,0.1
COc1ccccc1-c1cc(C(=O)N2CCOCC2)no1,-0.7,-4.5,36.6,-14.4,101.0,15.4,102.0,0.0,-0.2
Cc1ccccc1N1CCN(C2=NC(=O)/C(=C/c3cn[nH]c3-c3ccccc3)S2)CC1,-0.1,1.2,0.7,0.5,93.0,20.2,94.0,-3.0,0.6
CN1CCCC(CN2c3ccccc3Sc3ccccc32)C1 (configuration not stated),10.4,-7.1,-5.6,35.2*,133.0,12.9,101.0,14.0,7.6
CC(C)COP(=O)(CNC(=O)CN1C(=O)c2ccccc2S1(=O)=O)OCC(C)C,0.6,-3.5,8.4,-4.7,96.0,18.8,95.0,-1.0,0.4

# Record cards (already shown). Order of values: OXTR ag	GalR3 antagonist	PHOSPHO1 block	GPR7 antag	MEKK2 WT-MEK5	NALP1 inh	MEKK3 PB1 HTS	MEKK2 mut-MEK5	V1R ag counter
# Shown for CCN1C(=NCCCCO)N[C@@H](c2cccc(C(F)(F)F)c2)C(C(=O)OC)=C1C → 7.0	-3.5	-13.0	-5.1	104.0	11.8	99.0	10.0	0.1
# Shown for CC(C)COP(=O)(CNC(=O)CN1C(=O)c2ccccc2S1(=O)=O)OCC(C)C → 0.6	-3.5	8.4	-4.7	96.0	18.8	95.0	-1.0	0.4
# Shown for COc1ccccc1-c1cc(C(=O)N2CCOCC2)no1 → -0.7	-4.5	36.6	-14.4	101.0	15.4	102.0	0.0	-0.2
# Shown for Cc1nnc(SC(C)C)n(N)c1=O → -0.2	-4.1	4.5	-1.1	89.0	-1.9	96.0	-7.0	0.5
